# Assay outcomes as filed in PubChem.
# VHR inh abs = VHR1 phosphatase inhibitors, primary screen, biochemical, absorbance, uHTS; Dual specificity protein phosphatase 3 (Homo sapiens), P51452; recombinant VHR phosphatase, pNPP absorbance; inhibition, % at 13.3 µM; actives 0.52% (n = 290,000); in the data active = inhibition above about 50%; note: some compounds called inactive have numbers as strong as hits
# Target sequence (P51452 whole entry, looked up): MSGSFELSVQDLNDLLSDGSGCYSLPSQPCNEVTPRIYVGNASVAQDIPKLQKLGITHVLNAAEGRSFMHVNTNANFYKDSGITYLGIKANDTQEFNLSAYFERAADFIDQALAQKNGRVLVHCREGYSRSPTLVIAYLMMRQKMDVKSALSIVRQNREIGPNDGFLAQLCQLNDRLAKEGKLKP
# Anthrax LF prot = Bacillus anthracis LF protease inhibitors, primary screen, biochemical, multiplex microsphere, MLPCN library; Lethal factor (Bacillus anthracis), P15917; multiplex microsphere protease cleavage assay; inhibition, % at 10 µM; actives 0.12% (n = 360,000); AID 588501, 2011; note: plate controls were buffer without enzyme for full effect and enzyme alone for no effect
# Target sequence (P15917 whole entry, looked up): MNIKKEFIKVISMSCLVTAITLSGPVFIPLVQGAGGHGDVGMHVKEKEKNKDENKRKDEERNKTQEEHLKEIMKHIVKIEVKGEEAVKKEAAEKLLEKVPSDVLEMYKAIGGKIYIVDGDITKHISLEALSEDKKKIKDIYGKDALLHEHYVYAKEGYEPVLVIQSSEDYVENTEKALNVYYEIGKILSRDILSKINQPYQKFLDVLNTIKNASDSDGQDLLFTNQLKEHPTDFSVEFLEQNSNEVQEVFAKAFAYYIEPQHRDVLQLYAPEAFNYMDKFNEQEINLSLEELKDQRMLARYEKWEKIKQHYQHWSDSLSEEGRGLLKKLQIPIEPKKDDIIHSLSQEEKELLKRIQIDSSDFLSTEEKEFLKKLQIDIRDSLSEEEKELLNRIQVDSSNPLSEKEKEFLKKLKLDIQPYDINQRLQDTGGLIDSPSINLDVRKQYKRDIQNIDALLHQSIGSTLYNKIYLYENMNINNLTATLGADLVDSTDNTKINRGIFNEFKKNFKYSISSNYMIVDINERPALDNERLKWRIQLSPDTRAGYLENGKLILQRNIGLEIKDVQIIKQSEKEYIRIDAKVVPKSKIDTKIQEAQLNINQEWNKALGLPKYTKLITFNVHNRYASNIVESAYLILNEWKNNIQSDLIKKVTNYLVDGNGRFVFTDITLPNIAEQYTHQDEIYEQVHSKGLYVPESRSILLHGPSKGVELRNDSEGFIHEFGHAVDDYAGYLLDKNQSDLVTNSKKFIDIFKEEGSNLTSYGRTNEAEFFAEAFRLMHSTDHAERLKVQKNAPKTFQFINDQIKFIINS
# TcdB inh = TcdB glycohydrolase inhibitors, primary screen, biochemical, single point, plate reader; Toxin B (Clostridioides difficile), P18177; TcdB glycohydrolase enzymatic assay; inhibition, % at 9.99 µM; actives 0.24% (n = 350,000); in the data active = inhibition above about 10%
# BoNT A protease = BoNT/A light chain protease inhibitors, primary screen, biochemical, flow cytometry, MLPCN library; Botulinum neurotoxin type A light chain protease (Clostridium botulinum A str. ATCC 3502); multiplex microsphere protease substrate cleavage; inhibition, % at 10 µM; actives 0.17% (n = 360,000); note: plate controls were buffer without enzyme for full effect and enzyme alone for no effect
# Y pestis TopoI = Yersinia pestis topoisomerase I inhibitors, primary screen, biochemical, cleavage product accumulation, plate reader, single point. actives 0.064% (n = 360,000). Y. pestis Topo-I cleavage product accumulation. AID 504884, 2011. DNA topoisomerase I (Yersinia pestis CO92). activity, % at 10 µM; in the data active = activity above about 50%, passing the limit was not always enough; inconclusive = no clear call, values can overlap the other calls; note: inactives centre near 2
# BH1578 lux ind = inducers of Vibrio cholerae quorum light production without autoinducers, primary screen, BH1578 luxS cqsA deficient, single point | V. cholerae BH1578 lux reporter, luminescence, 6 h | actives 0.16% (n = 350,000) | activation, % at 18.7 µM; in the data active = activation mostly above about 9.7%, no sharp cut-off; inconclusive = no clear call, values can overlap the other calls; inactive = mostly below about 3.7%; note: not every result past the cut was called active; inactives centre near 0; reference of the scale not given here
# CCHF vOTU inh = CCHFV vOTU protease inhibitors, primary screen, biochemical, Pep-AMC substrate, fluorescence; Crimean-Congo hemorrhagic fever virus L polyprotein viral ovarian tumor (vOTU) protease …; inhibition, % at 11.5 µM; actives 0.55% (n = 370,000); in the data active = inhibition above about 30%; note: 0% = vehicle wells with enzyme and 100% = no enzyme wells
# PfHsp40 yeast = rescue of yeast from PfHsp40 toxicity, primary screen, S. cerevisiae, ATP luminescence. S. cerevisiae expressing PfHsp40, growth rescue. growth rescue, % at 12.5 µM. actives 0.68% (n = 340,000). AID 504582, 2011; in the data active = growth rescue above about 28%, passing the limit was not always enough; inconclusive = no clear call, values can overlap the other calls;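 note: yeast W303a lacking pdr1 and pdr3 grown in galactose medium; growth measured after three days at 30 °C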
# SSB-PriA inh = inhibitors of Klebsiella pneumoniae PriA binding to SSB C-terminal tail, primary screen, biochemical, AlphaScreen | AlphaScreen SSBct-PriA binding, biotinylated peptide | actives 0.6% (n = 430,000) | inhibition, % at 33 µM; in the data active = inhibition mostly above about 37%, no sharp cut-off; inactive = mostly below about 20%;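 note: plate controls were negative control peptide for no effect and reference peptide for full effect; strong numbers were not always called active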
# 3CLpro inhibitor = SARS-CoV 3CLpro protease inhibitors, primary screen, biochemical, quenched FRET | inhibition, % at 6 µM | actives 0.14% (n = 290,000) | recombinant SARS-CoV 3CLpro, quenched FRET peptide cleavage; in the data active = inhibition above about 12%
# * marks the source's active call; other numbers are inactive results; i = inactive; ? = inconclusive; · = no result given; & = joins results of further samples. Cut-off read from the data, not from the text of the source, unless noted: active = inhibition above about 30%; inconclusive = no clear call, values can overlap the other calls; inactive = below that. Some of the compounds tested (hit frequency here may not be typical).
# Results follow in this order: VHR inh abs	Anthrax LF prot	TcdB inh	BoNT A protease	Y pestis TopoI	BH1578 lux ind	CCHF vOTU inh	PfHsp40 yeast	SSB-PriA inh	3CLpro inhibitor
CCOC(=O)c1ccc(-c2ccc3ncnc(NCc4csc(C)n4)c3c2)o1
 : ·	5	1.3	1.7	18	-0.4	-318	·	·	·
O=C(CS(=O)(=O)Cc1ccccc1)Nc1ccc(S(=O)(=O)N2CCOCC2)cc1
 : 47	-2	1.8	-0.1	-6	-0.3	7	2.0	2	5
O=C(OCc1ccc(Cl)c(Cl)c1)c1ccc[nH]1
 : 32	-1	-0.8	-1.7	7	i	4	1.1	-6	5
O=C(CSc1nnc(-c2cccs2)n1Cc1ccco1)Nc1ccc2c(c1)OCO2
 : 0	-4	·	-0.5	17	i	3	-1.0	-9	0
O=C(COC(=O)c1c(F)cccc1F)NCc1ccc2c(c1)OCO2
 : ·	0	-0.4	-0.6	4	2.0	3	1.3	-15	·
Nc1nonc1-n1nnc(C(=O)N/N=C/c2cccnc2)c1-c1ccccc1
 : 7	·	-0.6	·	0	-2.0	-4	1.5	·	0
O=C(N/N=C/c1cccs1)c1cc(-c2ccc3ccccc3c2)n[nH]1
 : 26	-2	·	-0.6	20	-0.4	5	-0.7	·	3
Cc1nc2sc(C(c3ccco3)N3CC(C)OC(C)C3)c(O)n2n1 (stereo not drawn)
 : 10	-3	·	-0.8	-7	1.0	5	-0.8	-13	-3
O=C(NC(=O)c1c(F)cccc1F)Nc1cc(Cl)c(F)c(Cl)c1F
 : 29	1	-1.3	-4.1	2	i	-11	1.3	-9	0
COc1cc(OC)cc(C(=O)N[C@H](C(=O)Nc2cc(F)ccc2C)C(C)C)c1
 : 22	3	0.0	-9.1	8	-0.9	-9	-0.5	-5	4
COC(=O)c1ccc(OC)c(CN2CCCN(Cc3ccc(F)cc3)S2(=O)=O)c1
 : 6	0	-9.3	1.7	14	-0.8	8	-2.7	-10	6
CC(C)NC(=O)CN(c1cccc(Br)c1)S(C)(=O)=O
 : 7	-3	·	-0.9	6	-1.2	-13	-1.5	-1	3
COc1cccc(CC(=O)Nc2nc3ccccc3[nH]2)c1
 : 12	-2	1.6	-0.6	14	-0.2	-8	-0.2	-12	3
CC(C)(NC(=O)N1CCCC1)c1cccc(C(C)(C)NC(=O)N2CCCC2)c1
 : -9	-1	·	0.4	0	i	1	-1.1	-15	0
O=C(Nc1cccc(Cl)c1)Nc1ccccc1C(=O)O
 : -13	5	4.3	-7.6	0	0.2	1	-1.0	-3	4
Oc1ccc(/C=N/N2CCCCC2)c(O)c1O
 : -47	-12	0.3	-3.3	3	0.1	-3	0.7	·	0
C/C(CC(=O)Nc1ccc(Cl)cc1C(F)(F)F)=N\NC(=O)c1cccs1
 : 6	-6	-0.6	2.6	8	-0.4	22	-1.9	·	8
O=C(NC(C(=O)c1ccccc1)n1cnccc1=O)c1ccccc1 (stereo not drawn)
 : 32	-4	·	-0.8	5	i	2	-1.6	-15	2
O=C1OC(c2ccccc2)=N/C1=C\N1CCCCC1
 : 27	-3	-0.3	3.0	4	-1.8	16	-0.8	6	-7
CC1CCCN(C(=O)Cn2nnc(-c3cccnc3)n2)C1 (stereo not drawn)
 : -2	-8	·	-0.2	-1	-0.3	-4	0.4	-1	-5
COc1ccc(NC(=S)NCCc2ccccc2)c(OC)c1
 : 10	-3	1.6	-0.3	0	-4.2	8	0.0	3	6
COC(=O)c1c(C)[nH]c(C(=O)OCC(=O)c2ccc(C)s2)c1C
 : ·	4	6.7	-0.1	22	-0.8	12	1.5	-14	·
COC(=O)c1ccc2c(=O)[nH]c(COC(=O)c3c(-c4ccccc4Cl)noc3C)nc2c1
 : ·	0	-0.3	-0.4	-2	2.4	27	-0.3	-1	·
COCCCn1c(Cc2csc(Nc3cccc(Cl)c3)n2)nnc1SCC(=O)OC1CCCCC1
 : 7	-5	·	0.0	24	i	10	1.5	-2	3
CC1CCC(NC(=O)Cn2cnc3sccc3c2=O)CC1 (stereo not drawn)
 : ·	0	1.6	0.9	0	i	-3	-0.4	0	·
Cc1ccc(-c2noc(C3CCN(S(=O)(=O)c4ccc5c(c4)OCCO5)CC3)n2)o1
 : 17	-5	-1.0	?	36	-0.2	-14	0.1	2	3
CN(CC(=O)Nc1ccccc1Cl)C(=O)COC(=O)c1ccc(=O)n(Cc2ccccc2)n1
 : ·	1	0.4	0.1	-14	i	21	-0.5	-6	·
Cc1noc(C)c1S(=O)(=O)Nc1ccc(O)c2c(=O)cc(-c3ccccc3Cl)oc12
 : 14	-6	-1.3	-0.2	2	0.8	10	3.8	10	·
O=C(COc1ccc(-n2cnnn2)cc1)Nc1ccc(F)c(Cl)c1
 : ·	2	0.5	-0.3	3	-1.0	-4	-0.6	-5	·
Cc1noc(C)c1S(=O)(=O)N(C)C[C@@H]1OCc2cnnn2CCCC(=O)N([C@H](C)CO)C[C@@H]1C
 : ·	-3	0.1&0.2	0.3	-2	i	0	·	·	·
CNC(=S)NCc1ccc(Cl)cc1
 : ·	0	-8.6	0.0	5	i	-3	-0.9	-11	-6
CCCC(C(=O)NC1CCCC1)N(C(=O)Cn1nnc(-c2ccc(C)o2)n1)c1ccccc1F (stereo not drawn)
 : 7	10	-0.3	2.5	19	-0.4	18	-1.7	-5	6
O=C(CC1(O)C(=O)N(CN2CCOCC2)c2ccccc21)c1ccccc1 (stereo not drawn)
 : -28	2	·	-1.8	-2	i	-9	-0.7	-25	-4
Nc1cccc(/C=C/C(=O)O)c1
 : 4	2	-0.3	-0.1	3	-0.5	12	-0.3	-6	-2
CCn1cc(C(=O)NN)c(=O)c2cc(F)c(N3CCCCC3)cc21
 : 2	6	-0.5	0.8	3	2.1	17	-1.1	3	0
COc1ccccc1NS(=O)(=O)c1cccc(C(=O)N/N=C/c2ccc(OCC(=O)O)cc2)c1
 : 18	0	1.4	0.3	10	-1.7	8	-1.1	·	1
Cc1ccc(S(=O)(=O)N(C)CC(=O)NC2CCCC2)cc1
 : -9	0	·	0.7	8	i	-2	-1.0	-5	5
Cc1cc(C)c(NC(=O)C2CCC(=O)N2)c(C)c1 (stereo not drawn)
 : 44	3	-0.3	-0.8	-1	i	-1	0.9	-15	4
Cc1cc(C)c2c3c(sc2n1)C1(CCSCC1)C(C#N)=C(N)O3
 : -9	-1	·	0.8	3	1.2	4	0.1	-2	-30
COc1ccc(NS(=O)(=O)c2cccc(C(=O)NNC(=O)c3cncc(Br)c3)c2)cc1
 : ·	·	3.9	·	3	-0.2	7	0.8	-2	·

# Structures listed so far containing bromine:
# Results follow in this order: VHR inh abs	Anthrax LF prot	TcdB inh	BoNT A protease	Y pestis TopoI	BH1578 lux ind	CCHF vOTU inh	PfHsp40 yeast	SSB-PriA inh	3CLpro inhibitor
CC(C)NC(=O)CN(c1cccc(Br)c1)S(C)(=O)=O
 : 7	-3	·	-0.9	6	-1.2	-13	-1.5	-1	3
COc1ccc(NS(=O)(=O)c2cccc(C(=O)NNC(=O)c3cncc(Br)c3)c2)cc1
 : ·	·	3.9	·	3	-0.2	7	0.8	-2	·

# Carrying on:
# Results follow in this order: VHR inh abs	Anthrax LF prot	TcdB inh	BoNT A protease	Y pestis TopoI	BH1578 lux ind	CCHF vOTU inh	PfHsp40 yeast	SSB-PriA inh	3CLpro inhibitor
COC(=O)C1=C(c2ccc(F)cc2OCc2ccccc2)C[C@@H]2CC[C@H]1N2C(=O)NCc1ccc2[nH]ccc2c1
 : ·	-8	1.2	-0.8	31	-0.6	7	0.8	9	·
CCCCn1nc2cc(C(=O)N[C@H](C)C3CCCCC3)ccc2c1OCC
 : -2	2	-0.7	-0.2	9	-3.7	-16	-0.9	2	-2
O=C(CCc1ccccc1)Nc1ncc([N+](=O)[O-])s1
 : -21	1	2.9	-0.4	-12	-0.2	12	1.0	-7	3
O=C(CSc1ccc(-c2cccnc2)nn1)c1ccc([N+](=O)[O-])cc1
 : 15	-4	0.6	-0.9	6	i	6	0.1	-10	-3
Clc1ccc(-c2csc(Nc3cccnc3)n2)cc1
 : 0	0	1.0	-0.1	-3	i	-2	0.4	-12	-3
O=C1CSC(c2ccc([N+](=O)[O-])cc2)N1CCN1CCCCC1 (stereo not drawn)
 : -7	-2	0.1	0.1	-11	-0.2	-6	-0.5	-1	-3
O=C(COC(=O)c1cc2ccccc2cc1O)Nc1cccnc1Cl
 : -6	1	0.4	0.1	-3	-1.2	11	-0.8	6	0
COC(=O)c1ccc(C)c(NC(=O)C2COc3ccccc3O2)c1 (stereo not drawn)
 : -4	2	·	-0.5	9	i	9	1.0	-6	-4
Fc1cc(Cl)ccc1NC(=S)NCCN1CCOCC1
 : 17	0	1.5	-0.3	24	-0.3	-10	-1.0	3	2
O=C(CSc1nn(-c2ccccc2)c(=S)s1)NC(=O)NCc1ccco1
 : 15	0	·	-1.5	8	-0.2	13	0.4	5	4

# Entries of single compounds as entered above. Order of values: VHR inh abs, Anthrax LF prot, TcdB inh, BoNT A protease, Y pestis TopoI, BH1578 lux ind, CCHF vOTU inh, PfHsp40 yeast, SSB-PriA inh, 3CLpro inhibitor
# Oc1ccc(/C=N/N2CCCCC2)c(O)c1O across the screens: -47, -12, 0.3, -3.3, 3, 0.1, -3, 0.7, ·, 0
# COc1ccccc1NS(=O)(=O)c1cccc(C(=O)N/N=C/c2ccc(OCC(=O)O)cc2)c1 across the screens: 18, 0, 1.4, 0.3, 10, -1.7, 8, -1.1, ·, 1
# Cc1cc(C)c(NC(=O)C2CCC(=O)N2)c(C)c1 (stereo not drawn) across the screens: 44, 3, -0.3, -0.8, -1, i, -1, 0.9, -15, 4
# Cc1ccc(S(=O)(=O)N(C)CC(=O)NC2CCCC2)cc1 across the screens: -9, 0, ·, 0.7, 8, i, -2, -1.0, -5, 5

# The list continues.
# Results follow in this order: VHR inh abs	Anthrax LF prot	TcdB inh	BoNT A protease	Y pestis TopoI	BH1578 lux ind	CCHF vOTU inh	PfHsp40 yeast	SSB-PriA inh	3CLpro inhibitor
CCOc1ccc(-c2ccc(SCC(=O)NC3CCCCC3)nn2)cc1
 : 11	-4	1.1	-2.8	2	i	16	-1.3	0&-2	-5
CCN1CCc2c(sc(NC(=O)c3ccc(S(=O)(=O)N4CCCC4)cc3)c2C(=O)NC)C1
 : -5	?	1.5	?	13	i	19	1.3	3	0
CCOC(=O)c1c(C)nc(C(Cl)(Cl)Cl)nc1N
 : 12	3	-0.7	-1.1	2	3.3	-5	0.0	-1	3
CCC(=O)N1CCc2cc(Br)cc(S(=O)(=O)NCC3CCCO3)c21 (stereo not drawn)
 : 3	2	·	-0.2	5	-1.6	0	-0.8	-7	-7
CCOc1ccc(CCNC(=O)COC(=O)c2ccc(Br)o2)cc1OCC
 : ·	-2	-1.0	1.9	11	-2.9	8	-0.1	-1	·
CCOC(=O)c1[nH]c2ccc(OC)cc2c1NC(C)=O
 : 19	-4	·	-0.5	-8	i	-22	-0.9	0	-3
